M1 ag parental: nonselective activator or artifact in parental CHO-K1 cells | activation, % at 3 µM | Fluo-8 calcium fluorescence; scaled to maximal ATP response, vehicle zero | 0.48% of 360,000 active | AID 602248; in the data active = activation above about 15%;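 also: untransfected CHO-K1 host cells lacking M1 receptor as counterscreen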
CHO-K1 Ca PAM: M1 PAM counterscreen hit in parental CHO-K1 cells | AID 602247 | activation, % at 3 µM | ATP EC20, Fluo-8 calcium fluorescence; 0% at ATP EC20, 100% at ATP max | 0.02% of 360,000 active;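 active = activation above the run cutoff, the mean activation of all test compounds plus 3 SD, cut at about 40% in these data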;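 also: peak over basal fluorescence ratio in a 140 s read after ATP addition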
CHRM5 agonist: CHRM5 agonism in calcium assay; P08912; CHO-K1 hM5 cells, Fluo-8 calcium fluorescence; 0% DMSO wells, 100% maximal acetylcholine response; AID 624037; activation, % at 3 µM; 0.19% of 360,000 active;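 active = activation above the run's mean over test compounds plus 3 SD, cut at about 23% in these data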;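 also: signal is peak over basal fluorescence ratio across the kinetic read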
Target sequence (P08912 whole entry, looked up): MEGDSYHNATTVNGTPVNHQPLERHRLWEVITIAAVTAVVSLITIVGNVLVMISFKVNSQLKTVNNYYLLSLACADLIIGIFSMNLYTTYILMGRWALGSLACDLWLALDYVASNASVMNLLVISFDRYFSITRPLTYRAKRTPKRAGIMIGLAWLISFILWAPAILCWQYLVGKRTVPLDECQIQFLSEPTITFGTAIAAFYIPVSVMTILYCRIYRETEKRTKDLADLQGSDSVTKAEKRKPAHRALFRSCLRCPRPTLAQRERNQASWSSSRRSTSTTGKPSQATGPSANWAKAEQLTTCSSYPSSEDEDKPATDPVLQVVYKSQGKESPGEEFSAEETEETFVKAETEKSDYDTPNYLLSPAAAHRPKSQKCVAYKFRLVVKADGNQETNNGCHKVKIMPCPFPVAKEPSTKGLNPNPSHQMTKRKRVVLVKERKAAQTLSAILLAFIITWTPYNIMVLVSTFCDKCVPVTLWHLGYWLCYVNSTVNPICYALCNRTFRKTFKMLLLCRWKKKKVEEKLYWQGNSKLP
CHO-K1 Ca antag: counter-screen for M1 antagonists: effect in parental CHO-K1 cells | ATP-induced calcium, Fluo-8 fluorescence | inhibition, % at 3 µM | 0.6% of 360,000 active;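 active = inhibition above a per-plate cutoff, the plate's mean sample inhibition plus 3 SD, cut at about 24% in these data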;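 also: 0% = DMSO plus EC80 ATP and 100% = DMSO alone without ATP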
CHRM4 agonist: agonists of human muscarinic M4 receptor (CHRM4); P08173; CHO-K1 hM4/Gqi5, Fluo-8 calcium fluorescence; vehicle 0%, full acetylcholine response 100%; activation, % at 3 µM; 0.14% of 360,000 active;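 active = activation above the run mean over all test wells plus 3 SD, cut at about 32% in these data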;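 also: peak over basal fluorescence ratio per well then scaled between controls; 0% = DMSO wells and 100% = acetylcholine at EC100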
Target sequence (P08173 whole entry, looked up): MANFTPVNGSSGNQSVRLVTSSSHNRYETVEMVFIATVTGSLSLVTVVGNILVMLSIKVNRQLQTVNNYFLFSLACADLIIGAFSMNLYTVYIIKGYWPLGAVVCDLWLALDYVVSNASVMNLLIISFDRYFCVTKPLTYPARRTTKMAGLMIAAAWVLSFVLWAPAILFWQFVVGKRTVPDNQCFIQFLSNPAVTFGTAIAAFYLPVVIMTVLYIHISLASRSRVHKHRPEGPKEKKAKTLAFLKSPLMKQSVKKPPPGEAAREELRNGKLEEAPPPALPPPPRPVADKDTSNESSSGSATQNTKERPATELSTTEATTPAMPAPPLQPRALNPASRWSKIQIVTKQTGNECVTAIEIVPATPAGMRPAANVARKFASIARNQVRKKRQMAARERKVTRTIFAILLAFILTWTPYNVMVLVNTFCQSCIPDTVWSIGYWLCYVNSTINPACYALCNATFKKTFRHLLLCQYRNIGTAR
M5 antag: antagonists of human muscarinic M5 receptor (CHRM5). P08912. CHO-hM5 cells, Fluo-8 calcium fluorescence, ACh EC80. inhibition, % at 3 µM. 0.59% of 360,000 active. AID 624040;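 active = inhibition above a per-plate cutoff, the mean of that plate's test compounds plus 3 SD, cut at about 27% in these data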;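 also: 0% = acetylcholine EC80 with DMSO and 100% = DMSO without agonist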
M5 PAM: CHRM5 positive allosteric modulation; 0.3% of 360,000 active; AID 624038; CHO-K1 hM5, Fluo-8 calcium, ACh EC20 PAM; 0% = ACh EC20, 100% = ACh EC100; P08912; activation, % at 3 µM;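 active = activation above the run cutoff, the mean activation of all test compounds plus 3 SD, cut at about 18% in these data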
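System: CHO-K1 hM5 cells. Reagent: acetylcholine, EC20 level. Compound dosing: single dose, 3 µM nominal final test concentration. Timing: Post-acetylcholine fluorescence recording 140 s. Detection: Fluo-8 calcium fluorescence. Read-out: % activation, ACh-normalized. Benchmarks: ACh EC20 and EC100 wells. Repeats: singlicate, one well per test compound.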
CHRM4 PAM: CHRM4 positive allosteric modulation; CHO-K1 hM4/Gqi5, Fluo-8 calcium fluorescence, ACh EC20; 0% = ACh EC20, 100% = maximal ACh; activation, % at 3 µM; 0.4% of 360,000 active;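 active = activation above its plate's cutoff, the mean activation of sample wells plus 3 SD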; also: some results filed as inactive read as strong as hits
CHRM4 antagonist: CHRM4 antagonism in calcium assay. CHO-hM4 cells, ACh EC80, Fluo-8 calcium fluorescence. inhibition, % at 3 µM. 0.73% of 360,000 active;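 active = inhibition above its plate's cutoff, the mean inhibition of sample wells plus 3 SD, cut at about 27% in these data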;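 also: 0% = acetylcholine EC80 with DMSO and 100% = DMSO without agonist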
Numbers without * were called inactive; x = not tested or not shown.

SMILES | M1 ag parental | CHO-K1 Ca PAM | CHRM5 agonist | CHO-K1 Ca antag | CHRM4 agonist | M5 antag | M5 PAM | CHRM4 PAM | CHRM4 antagonist
COc1cc(C(O)CO)ccc1O (centres undefined) | 5.5 | 21 | 1 | 4 | 0 | 1 | 2 | 6 | -9
CC(Sc1nnc(CNC(=O)c2ccccc2F)n1C)C(=O)Nc1nccs1 (centres undefined) | 1.2 | 14 | 0 | -12 | 2 | 5 | 4 | -2 | -1
CCCCN(C(=O)CSc1nc(CCC)cc(=O)[nH]1)c1c(N)n(Cc2ccccc2)c(=O)[nH]c1=O | 0.1 | 12 | -5 | -13 | 0 | 12 | -9 | 4 | 0
CN(C)C(CNC(=O)Cc1cccc(C(F)(F)F)c1)c1ccccc1 (centres undefined) | 1.3 | 10 | -6 | -3 | 2 | 23 | -5 | -9 | 3
N#C/C(=C\c1ccc2c(c1)OCCO2)C(=O)Nc1ccc(C(=O)O)cc1 | 2.1 | 14 | -2 | -17 | 0 | -5 | 4 | 2 | 4
CCOc1cccc(/C=N/N2C(=O)CSC2=S)c1O | 0.2 | -6 | 3 | 14 | 1 | 8 | 2 | -7 | 0
COc1cc2c(c(OCC(=O)NC(C)C)c1)C(=O)O[C@@H](C)CCCC(=O)CCCCC2 | 2.1 | -7 | -1 | 6 | 10 | 9 | -3 | -6 | 4
COC(=O)c1ccc(NC(=O)CN2CCN(S(=O)(=O)c3ccc(Br)cc3)CC2)cc1 | 2.7 | 19 | -6 | -19 | 7 | -2 | -6 | -5 | -12
O=C(Nc1cccc([N+](=O)[O-])c1)c1[nH]ncc1Cl | 0.6 | -7 | 0 | 22 | 2 | 2 | -7 | -11 | 1
COC/C=C/C1=CC2=CC(=O)C(C)(OC(=O)c3cnc4ccccc4n3)C(=O)C2=CN1C(CO)CO (centres undefined) | 0.7 | 6 | 2 | -13 | 1 | 8 | -5 | -1 | -6
Cc1ccccc1NC(=O)C(C)OC(=O)C1CCCO1 (centres undefined) | 0.2 | 15 | 1 | -10 | 2 | -1 | -2 | 1 | -16
CC(C)Oc1cccc(C(=O)Nc2ccc(N3CCN(S(C)(=O)=O)CC3)cc2)c1 | 0.2 | 6 | -2 | -12 | 0 | 7 | -5 | -2 | 2
Cc1ccc(C(=O)CSc2nc3cccnc3n2C)cc1 | 0.1 | -8 | -3 | 14 | 6 | -7 | -17 | 1 | -17
COc1ccc(-n2nnnc2SCC(=O)N2CCCc3ccccc32)cc1OC | 1.5 | 8 | -8 | -3 | 3 | 7 | -5 | -4 | 0
CCC(NC(=O)c1cc(COc2ccc(Cl)cc2OC)on1)c1ccncc1 (centres undefined) | 6.2 | -22 | -2 | -1 | 8 | -11 | 1 | -10 | -2
N#CCCN(C(=O)COC(=O)c1ccc2ccccc2n1)c1ccccc1 | 0.8 | 4 | 3 | -4 | 0 | -7 | 8 | 3 | 3
COc1ccc(NC(=O)COC(=O)c2cnccn2)cc1Cl | 0.0 | 14 | -2 | -7 | 0 | -7 | 8 | -2 | 5
O=C(NC1CCCCC1)N(Cc1nc2ccccc2c(=O)[nH]1)C1CCCCC1 | -0.6 | 3 | -5 | 2 | 1 | -1 | 0 | 13 | -15
COc1ccc(C(=O)N(C)CCCC2CCCC2)cc1OC1CCN(C(C)C)CC1 | 2.6 | 4 | -7 | -9 | 6 | 15 | -14 | -10 | -5
CN1OC(c2ccccc2)=C(CO)C1c1ccccc1 (centres undefined) | -0.1 | 15 | -5 | 1 | 0 | 10 | -3 | 6 | -11
COc1ccc(N2CCN(C(CNC(=O)c3ccco3)c3cccnc3)CC2)cc1 (centres undefined) | 0.1 | 6 | -1 | -11 | 1 | -2 | 9 | 12 | -1
COC(=O)C[C@H]1CC[C@H](NC(=O)c2ccc(F)cc2)[C@@H](CO)O1 | x | x | 2 | x | 1 | -3 | 0 | 9 | -12
Cc1ccc(SCC(=O)Nc2ccc(-c3nnc(-c4ccco4)o3)cc2)cc1 | 1.7 | 9 | 1 | -4 | 2 | 1 | -4 | -3 | -5
C=CCOc1cccc(C(=O)N(C)C2CCCN(Cc3ccccc3F)C2)c1 (centres undefined) | -0.3 | -4 | -9 | 15 | 0 | 1 | -3 | -7 | 12
COc1ccc(C(=O)OCC(=O)N(C)C2CCS(=O)(=O)C2)cc1S(=O)(=O)N(C)Cc1ccccc1 (centres undefined) | 0.2 | 1 | 2 | 3 | 2 | 0 | 0 | -2 | 9
CCCCn1c2c(c(=N)c3c1CCC3)CCC2 | 0.2 | 12 | -5 | -2 | 0 | 0 | 6 | -1 | -2
COc1cc(/C=N/Nc2ccccc2[N+](=O)[O-])ccc1OC(=O)c1ccccc1F | -0.2 | 4 | 0 | 7 | 1 | 1 | 0 | -2 | 3
CCCN1C2CCCC1CC(NC(=S)Nc1cccc(C)c1)C2 (centres undefined) | 0.6 | 17 | -12 | -9 | 1 | 0 | 2 | -2 | -1
O=C(CCNS(=O)(=O)c1ccc(Cl)cc1)NCCc1ccccc1 | 0.4 | -8 | 2 | 6 | 8 | 0 | -5 | -2 | -11
CCc1ccc(OCC(=O)NC(=S)Nc2ccc(C(=O)O)cc2)cc1 | 0.7 | 7 | 0 | -16 | 1 | -2 | 1 | 20 | 2
CSc1ccc(CN2CCC(C)(Oc3cccc(C#N)c3)C2)cc1 (centres undefined) | 0.3 | 20 | -5 | -7 | 0 | 16 | -16 | -10 | -8
Cc1cccn2c(=O)c3cc(C(=O)NC4CCCC4)c(=N)n(CC4CCCO4)c3nc12 (centres undefined) | 0.5 | 4 | -3 | -7 | 2 | 6 | -2 | 4 | -8
O=c1c(Oc2ccccc2F)coc2cc(OCc3cnn(-c4ccccc4)c3)ccc12 | 1.0 | 14 | -1 | -4 | 0 | 1 | 1 | -3 | 3
O=C(O)c1ccccc1C(=O)NNC(=O)C(c1ccccc1)c1ccccc1 | 2.5 | 8 | 0 | -7 | 4 | -1 | -4 | 1 | -9
OCC(O)C(O)C(O)C(O)C1NCCS1 (centres undefined) | 0.1 | 2 | 2 | 0 | 0 | 2 | 1 | -9 | 13
COc1ccc(-c2csc(-c3cccnc3)n2)cc1C | 5.5 | 1 | -6 | 2 | -1 | 11 | -2 | 6 | 7
COc1cccc(CN2CCN(C(=O)CCc3nnc(C4CCCCC4)o3)CC2=O)c1 | 0.8 | 21 | -4 | -1 | 0 | 1 | 1 | 3 | -7
CCOC(=O)N1CCN(S(=O)(=O)c2ccc(C(=O)Nc3sc4c(c3C#N)CCC4)cc2)CC1 | 0.5 | 20 | 1 | -11 | 1 | 5 | -1 | 10 | -4
CCOC(=O)C1=C(C)NC(C)=C(C(=O)OCC)C1C(=O)OCC(=O)N1CCOCC1 | 1.2 | 11 | 0 | -9 | 1 | 7 | 6 | 12 | 2
CC1(C)CC(NC(=O)C2CCN(S(=O)(=O)c3ccccc3C(F)(F)F)CC2)CC(C)(C)N1 | 0.8 | 9 | -3 | -3 | 2 | -8 | 2 | 6 | -18

Part of the list above in order of molar mass, high to low.
SMILES | M1 ag parental | CHO-K1 Ca PAM | CHRM5 agonist | CHO-K1 Ca antag | CHRM4 agonist | M5 antag | M5 PAM | CHRM4 PAM | CHRM4 antagonist
CCOC(=O)N1CCN(S(=O)(=O)c2ccc(C(=O)Nc3sc4c(c3C#N)CCC4)cc2)CC1 | 0.5 | 20 | 1 | -11 | 1 | 5 | -1 | 10 | -4
O=c1c(Oc2ccccc2F)coc2cc(OCc3cnn(-c4ccccc4)c3)ccc12 | 1.0 | 14 | -1 | -4 | 0 | 1 | 1 | -3 | 3
COc1cccc(CN2CCN(C(=O)CCc3nnc(C4CCCCC4)o3)CC2=O)c1 | 0.8 | 21 | -4 | -1 | 0 | 1 | 1 | 3 | -7
CCOC(=O)C1=C(C)NC(C)=C(C(=O)OCC)C1C(=O)OCC(=O)N1CCOCC1 | 1.2 | 11 | 0 | -9 | 1 | 7 | 6 | 12 | 2
O=C(O)c1ccccc1C(=O)NNC(=O)C(c1ccccc1)c1ccccc1 | 2.5 | 8 | 0 | -7 | 4 | -1 | -4 | 1 | -9
O=C(CCNS(=O)(=O)c1ccc(Cl)cc1)NCCc1ccccc1 | 0.4 | -8 | 2 | 6 | 8 | 0 | -5 | -2 | -11
CCc1ccc(OCC(=O)NC(=S)Nc2ccc(C(=O)O)cc2)cc1 | 0.7 | 7 | 0 | -16 | 1 | -2 | 1 | 20 | 2
CCCN1C2CCCC1CC(NC(=S)Nc1cccc(C)c1)C2 (centres undefined) | 0.6 | 17 | -12 | -9 | 1 | 0 | 2 | -2 | -1
COc1ccc(-c2csc(-c3cccnc3)n2)cc1C | 5.5 | 1 | -6 | 2 | -1 | 11 | -2 | 6 | 7
OCC(O)C(O)C(O)C(O)C1NCCS1 (centres undefined) | 0.1 | 2 | 2 | 0 | 0 | 2 | 1 | -9 | 13

Following part
SMILES | M1 ag parental | CHO-K1 Ca PAM | CHRM5 agonist | CHO-K1 Ca antag | CHRM4 agonist | M5 antag | M5 PAM | CHRM4 PAM | CHRM4 antagonist
CCN(CC(=O)NCc1ccc(Cl)cc1)C(=O)CSCC(=O)Nc1ccc(OC)cc1 | 1.9 | 15 | 1 | -4 | 2 | -2 | 14 | 7 | -3
CC(=O)c1cccc(NC(=O)C2Cc3c(-c4cccc(C(C)=O)c4)ccnc3O2)c1 (centres undefined) | 10 | 4 | 5 | -3 | 19 | 2 | -8 | -8 | -17
Cc1cccc(NC(=O)CSc2nnc(C)c(C)n2)c1 | 1.9 | -14 | -2 | -6 | 1 | 3 | 0 | -9 | -4
Cc1nn(-c2ccccc2)c(C)c1CCC(=O)O | 0.3 | 6 | 0 | -8 | 0 | -4 | -1 | 7 | -4
CC(C)(CN1CCCC1)NS(=O)(=O)c1ccccc1 | 0.1 | -12 | -1 | -11 | 1 | 13 | -2 | 2 | 1
CC1(C)CN(c2cccc(-c3ccnc4ncnn34)c2)C1=O | 0.8 | 12 | 0 | 1 | 1 | 4 | 3 | 13 | -2
COc1ccc(C)cc1Nc1ncnc2c1nnn2Cc1ccccc1Cl | 0.0 | 9 | 1 | -7 | 0 | 1 | 2 | -3 | 0
Cc1csc2ncc(C(=O)NCc3ccccc3Cl)c(=O)n12 | 0.3 | 12 | 0 | 2 | 1 | -3 | 0 | 2 | -16
NC(=O)c1cccc(-c2ccnc3c2CC(C(=O)Nc2ccc(Cl)cc2)O3)c1 (centres undefined) | 1.8 | -7 | 3 | -3 | 8 | 1 | -7 | -13 | 7
CCC(C)NS(=O)(=O)c1ccc(OCC(=O)Nc2ccc3c(c2)OCCO3)cc1 (centres undefined) | 2.4 | 14 | 3 | -20 | 1 | 1 | -5 | -3 | -7
CCN(CC)CCCNC(=O)C1CCN(c2ncnc3c2sc2cccc(F)c23)CC1 | 0.0 | 7 | -3 | -10 | 1 | 5 | -9 | -1 | 7
CCCc1nn(C)c2c(=O)[nH]c(-c3cc(S(=O)(=O)Nc4ccc(NC(C)=O)cc4)ccc3OCC)nc12 | 0.6 | 13 | -1 | -16 | 1 | 0 | -2 | -2 | -12
Cc1ccc(NC(=O)[C@@H]2CCCN2C(=O)c2cccs2)cc1S(=O)(=O)N1CCCCC1 | 0.1 | 23 | -3 | -20 | 1 | 1 | 7 | 2 | -8
COc1ccc(N2CCN(C(=O)CSc3nnc4c5cc(C)ccc5n(C)c4n3)CC2)cc1 | 0.3 | -2 | 1 | -32 | 3 | -3 | -3 | 2 | -16
